# Screening results deposited in PubChem BioAssay by National Center for Advancing Translational Sciences (NCATS).
# HT1080 IDH1KD tx = qHTS for induction of synthetic lethality in tumor cells producing 2HG: qHTS for the HT-1080-IDH1KD cell line; Potency, µM (doses to about 46.1 µM), for inactives: top-dose activity, negative = toxicity, hits mostly cytotoxic; AID 686971, 2013; HT-1080 IDH1 knockdown viability, ATP luminescence, 48 h; 360,000 tested, 2% active;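 further: potency means the concentration at half of the fitted maximal effect; 0% = DMSO wells and -100% = cell-free medium wells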
#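 Luminescent ATP read-out (CellTiter-Glo, 10 min at room temperature) after 48 h compound exposure at 37 °C gave viability of IDH1-knockdown HT-1080 cells. Activity was normalised to DMSO and cell-free wells, then fitted as concentration-response curves.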
# MCF10A rereplic = A quantitative high throughput screen for small molecules that induce DNA re-replication in MCF 10a normal breast cells | MCF 10A DNA re-replication, Hoechst nuclear intensity, 48 h | Potency, µM (doses to about 46.1 µM), for the others: at the highest dose activity, positive = re-replication, most hits filed as activators | 350,000 tested, 2.9% active; further: potency means the concentration at half of the fitted maximal effect; % of control where 0% means no effect; nearly all actives have a fitted effect of over 50% in size
# ATXN2 expr inh = Primary qHTS for Inhibitors of ATXN expression; HEK-293 ATXN2-luciferase reporter, luminescence, 24 h; 360,000 tested, 0.72% active; Potency, µM (series often up to 57 µM), without a hit: at the top dose activity change, negative = inhibition, actives largely listed as inhibitors; further: potency means the concentration at half of the fitted maximal effect; on the % scale 0 is the no-effect control and ±100 the full control effect; nearly all actives have a fitted effect of over 55% in size
#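 qHTS (up to 57 uM final) was run with 24 h compound exposure of reporter cells at 37 °C. Each well was multiplexed: SteadyGlo luminescence measured ATXN2-luciferase expression after a fluorogenic Gly-Phe-AFC viability readout (25 uM final).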
# SW480 rereplic = A quantitative high throughput screen for small molecules that induce DNA re-replication in SW480 colon adenocarcinoma cells | SW480 DNA re-replication, Hoechst DNA content imaging, 48 h | Potency, µM (doses to about 46.1 µM), inactives show at the highest dose re-replication activation, actives largely listed as activators | 340,000 tested, 1.8% active; further: potency means the concentration at half of the fitted maximal effect; % of control where 0% means no effect; nearly all actives have a fitted effect of over 55% in size
#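 250 cells/well; 23 nL cpd via pin tool; 48 hr, 37 C, 5% CO2; Hoechst 40 min; imager read of total nuclear intensity, ex 405/em 500-530 nm.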
# HT1080NT lethal = qHTS for induction of synthetic lethality in tumor cells producing 2HG: qHTS for the HT-1080-NT fibrosarcoma cell line; HT-1080-NT fibrosarcoma viability, CellTiter-Glo ATP luminescence, 48 h; 360,000 tested, 1.6% active; AID 686970, 2013; Potency, µM (top dose mostly 46.1 µM), inactives show top-dose activity, negative = less viability, usual class: cytotoxic;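 further: NT is the 2HG producing partner of a matched IDH1 knockdown line; potency means the concentration at half of the fitted maximal effect; 0% = DMSO-treated cells and -100% = media-only wells without cells; nearly all actives have a fitted effect of over 55% in size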
#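 Read-out is CellTiter-Glo luminescence after 10 minutes at room temperature, following 48 hours' compound treatment of HT-1080-NT cells (750 cells/well, RPMI, 5% FBS, 37 degrees C).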
# ATXN viability = Viability Counterscreen for Primary qHTS for Inhibitors of ATXN expression; S2 cells (HEK-293 line with an ATXN2-luciferase reporter) viability, CellTiter-Fluor protease fluorescence, 24 h; Potency, µM (top dose mostly 56.7 µM), usual class: cytotoxic; 400,000 tested, 0.49% active; further: potency means the concentration at half of the fitted maximal effect; nearly all actives have a fitted effect of over 40% in size
# KB-V1 MDR tox = qHTS assay for MDR1-selective chemotherapeutics: Primary screen using the drug-selected MDR subline cells KB-V1; KB-V1 MDR cells viability, CellTiter-Glo, 72 h; Potency, µM (highest dose often 46.1 µM), for the others: at the top dose activity change, negative = cytotoxicity, actives largely listed as cytotoxic; 400,000 tested, 3.4% active; further: potency means the concentration at half of the fitted maximal effect; on the % scale 0 is the no-effect control and ±100 the full control effect; nearly all actives have a fitted effect of over 60% in size
#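 Readout: CellTiter-Glo luminescence, 10 min after addition. Cells: KB-V1 MDR subline, 72 h at 37 degrees C with compound. Analysis: corrected, normalized data fitted to concentration-effect curves.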
# KB-3-1 tox = qHTS assay for MDR1-selective chemotherapeutics: Primary screen using the parental adenocarcinoma cell KB-3-1; 400,000 tested, 1.4% active; AID 1347075, 2019; KB-3-1 viability, CellTiter-Glo ATP luminescence, 72 h; Potency, µM (top dose mostly 46.1 µM), for inactives: top-dose activity change, negative = cytotoxic, most hits filed as cytotoxic; further: potency means the concentration at half of the fitted maximal effect; on the % scale 0 is the no-effect control and ±100 the full control effect; nearly all actives have a fitted effect of over 60% in size
#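 Viability of parental KB-3-1 cells, measured by CellTiter-Glo luminescence, followed a 72 h incubation at 37 °C with pinned compounds in phenol-red-free DMEM containing 10% FBS.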
# IL-1B inflam inh = qHTS for Inhibitors of Inflammasome Signaling: IL-1-beta AlphaLISA Primary Screen. THP-1 LPS/ATP IL-1B secretion, AlphaLISA, 16 h; hits give low values. activity change, % at 57.5 µM. 360,000 tested, 4.7% active; in the data active means activity change below about -50%; inconclusive means mostly about -30% to -49%; further: on the % scale 0 is the no-effect control and ±100 the full control effect
#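 THP-1 cells pretreated 1 hr with compounds (up to 57.5 uM final), then stimulated with LPS (250 ng/mL final) plus ATP (1.25 mM final); secreted IL-1B measured by AlphaLISA after 16 hr, decreased signal indicating inhibition.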
# * = called active by the depositor; i = inactive; ? = inconclusive; · = not tested or not shown; & = joins results of further samples; [ ] = dose if it differs, or a comment. Unless noted, the call rests on the fitted dose curve; in most records, active means well fitted curve in the direction sought with a large enough effect; inconclusive means small, poorly fitted or top-dose-only effect, or another doubt; inactive means no such curve, though single readings can be large; an effect the other way counts as inactive or inconclusive.
SMILES,HT1080 IDH1KD tx,MCF10A rereplic,ATXN2 expr inh,SW480 rereplic,HT1080NT lethal,ATXN viability,KB-V1 MDR tox,KB-3-1 tox,IL-1B inflam inh
CC1(C)Cc2c(c(-c3ccco3)nc3sc4c(NCCO)ncnc4c23)CO1,-3%,12%,·,-152%[inhibitor],-5%,?,1%,-6%,4
CCOc1ccc2c(c1)C(C)=CC(C)(C)N2,-4%,?,8%,0%,6%,i,10%,0%,-5
O=C(C1CC1)N1CCN(c2ccc([N+](=O)[O-])cc2-n2cccc2)CC1,-27%,?,?,?,-19%,i,-1%,-16%,-6
C=CCSc1nc2ccccc2n2cnnc12,23%,-1%,·,-1%,0%,·,16%,2%,-10
CCOC(=O)N1CCN(c2cc(NCCC(=O)O)c3c4c(onc24)-c2ccccc2C3=O)CC1,?,9%,-22%,-2%,?,?,-5%,-27%,-64*
CC(C)(C)C1CCc2onc(C(=O)N3CCOCC3)c2C1 (stereo not given),3%,19%,3%,-2%,27%,i,21µM*,5%,-9
O=c1ncn(-c2ccccc2C(F)(F)F)c2ncccc12,11%,-5%,·,2%,17%,i,0%,2%,4
O=C(N/N=C/c1coc2ccccc2c1=O)c1ccccc1Br,-1%,4%,12%,-3%,-1%,i,-2%,3%,-3
COc1ccc(-c2cn(CCC(=O)O)c(-c3ccc(Cl)nc3)n2)cc1,16%,-4%,9%,0%,0%,i,15%,15%,16
COC(=O)CSc1nc(NCC(C)C)nc(N2CCOCC2)n1,4%,26%,-8%,3%,-15%,i,?,3%,7
Fc1ccc(SCCc2ccncc2)cc1,10%&-2%,1%&2%,6%&-3%,-22%&-4%,15%&-3%,i,?,5%&-2%,1&39
Cc1ccccc1Cn1nc(C)c(NC(=O)/C=C/c2cnn(C)c2)c1C,0%,11%,8%,?,4%,i,-16%,-4%,-4
COc1cccc(C=NNC(=O)C(C)SC(C)C(=O)NN=Cc2cccc(OC)c2)c1 (stereo not given),-3%,-24%,-11%,15%,-2%,i,6%,-3%,13
COC(=O)c1sc(S(=O)(=O)N2CCCCC2C)c(C(=O)OC)c1C (stereo not given),-11%,9%,-11%,-3%,-3%,i,?,0%,12
N#Cc1ccc(NC(=O)CSc2cn[nH]n2)cc1,-19%,-27%,-19%,-19%,-2%,i,-16%,1%,-11
NC(=O)c1nsc(C(=O)N(c2ccccc2F)C(C(=O)NCc2ccc(F)cc2)c2ccc(O)cc2)c1N (stereo not given),?,23µM*,?,?,16µM*,i,-2%,?,-100*
O=C(Nc1nc2c(F)cc(F)cc2s1)c1ccc([N+](=O)[O-])o1,-2%,12µM*,-2%,9.2µM*,-16%,?,-3%,10µM*,0
Cc1cc(N2CCOCC2)nc2ccccc12,0%,11%,4%,-5%[9.22 µM],9%,i,2%,-2%,2
CCC1(C)C2(C#N)C(N)=NC(OC)(OC)C12C#N (stereo not given),-8%,5%,7%,-8%,-3%,i,19%,5%,-2
Cc1nsc(N)c1C(=O)O,-3%,7%,·,6%,-5%,i,0%,1%,-3
COc1cccc(N2CCN(C(=O)c3cccn4c(=O)c5c(C)c(C)sc5nc34)CC2)c1,21%,0%,-7%,0%,22%,i,-22%,-1%,55
O=C(c1cccc(S(=O)(=O)N2CCc3ccccc3C2)c1)N1CCN(c2ccc(O)cc2)CC1,-20%,?,-32%,?,-10%,i,13µM*,?,-11
O=C(c1ccccc1)N(CCO)Cc1cc2cc3c(cc2[nH]c1=O)OCCO3,-10%,-5%,?,-5%,14%,i,1%,-2%,32
CCn1cc(C(=O)NCc2ccc(C)cc2)c(=O)c2cc(S(=O)(=O)N3CCCCCC3)ccc21,·,·,9%,·,·,i,-2%,4%,·
COc1ccccc1CCN1CCCC(CN(C)C(=O)CCC(=O)N(C)C)C1 (stereo not given),-1%,-2%,-3%,-5%,14%,i,?,-4%,11
COc1cc2c(cc1OC)C(=O)CCC2,9%,0%,-21%,-1%,9%,i,28%,2%,0
CCOC(=O)C1=C(CN2c3ccccc3CC2C)NC(=O)NC1c1ccccc1 (stereo not given),?,?,-2%,?,?,i,?,-24%,-3
O=C(COc1ccc(S(=O)(=O)N2CCCC2)cc1)NCCC1=CCCCC1,4%,-3%,-16%,0%,4%,?,?,-4%,14
C=CCNC(=O)c1onc(CSc2cc(C)cc(C)c2)c1C(=O)O,-16%,-17%,14%,?,-7%,i,-1%,0%,-17
CCOc1ccc(N(C(=O)c2ccccc2Cl)C2=NC(C)(C)CS2)cc1,2%,-4%,-3%,4%,-10%,i,?,12%,-19
CCNC(=S)N1CCN(c2nc(CC)nc3sc4c(c23)CCCC4)CC1,-11%,?,-10%,-4%,-8%,?,-23%,?,-57*
COc1ccc(/C(C)=N/NS(=O)(=O)c2cc(C)ccc2C)c(OC)c1,0%,-1%,-29%,-5%,-12%,i,-26%,-4%,28
COc1ccnc(Oc2ccccc2)c1C#N,-4%,1%,6%,1%,9%,i,6%,1%,-7
Cc1ccc(Cl)cc1NC(=O)c1ocnc1C,0%,1%,-8%,-15%,-5%,i,0%,-5%,-7
O=C(Nc1nc(-c2cccs2)cs1)c1ccc(Cl)s1,-27%,109%,-21%,5%,1%,?,?,?,-16
Cc1ccc(N2CCN(c3c(CN4CCCC4)c(=O)oc4ccccc34)CC2)c(C)c1,·,·,-10%,·,·,i,2%,-7%,·
O=C(Nc1ccc(Cl)cc1)C1Cc2c(-c3ccccc3Oc3ccccc3)ccnc2O1 (stereo not given),?,·,?,·,?,i,?,?,-53*
CN(c1ccc(OCC(=O)OCC(=O)Nc2c(F)c(F)c(F)c(F)c2F)cc1)S(=O)(=O)c1ccc(F)cc1,2%,0%,-7%,-1%,21%,i,0%,9%,6
CN(Cc1cn(-c2ccccc2)nc1-c1ccc(F)cc1)C(=O)CCC(=O)O,2%,13%,4%,-4%,10%,i,?,4%,28
CCOC(=O)c1sc(C)nc1C1CCN(C(=O)OCC)CC1,3%,6%,-4%,2%,7%,i,-4%,?,31
O=C(Nc1ccc(Cl)c(Cl)c1)N(Cc1c[nH]c2ccccc12)C1CCCCC1,·,·,4%,·,·,?,12%,2%,·
CCCSC1=N/C(=C\c2ccc([N+](=O)[O-])o2)C(=O)S1,0%,1%,-4%,-10%,6%,?,0%,-4%,-7
COC(=O)C1=C(C(=O)OC)[C@@H]2Nc3ccccc3[C@@]23C[C@@H](C(=O)OC)N(C(=O)C2CCC2)C3=N1,9%,2%,-4%,-10%,9%,i,?,0%,25
c1csc(-c2nn3c(C4COc5ccccc5O4)nnc3s2)c1 (stereo not given),11%,?,69%[activator],3.7µM*,-4%,i,?,-2%,3
Cc1ccc2c(c1)N(C(=O)c1ccc(F)cc1)C(C)(C)CC2(C)c1ccccc1 (stereo not given),·,·,-33%,·,·,?,?,?,·
COc1cc2c(cc1C1NC(=S)NC(C)=C1C(=O)N(C)C)CCCC2 (stereo not given),8%,15%,0%,-2%,12%,i,-1%,16%,11
O=C(Cn1cnc2c(nnn2Cc2ccccc2)c1=O)c1ccccc1,-2%,0%,40%[activator],-18%,-5%,i,0%,0%,-10
CC(=O)Nc1cc(-c2nn(C)c(=O)c3ccccc23)ccc1N1CCOCC1,12%,1%,15%,-7%,-1%,i,-10%,-6%,16
NC(COCc1ccccc1)c1csc(NC(=O)Nc2cccc(Cl)c2)n1 (stereo not given),?,·,?,·,?,·,1%,0%,-56*
Cc1cc(C)nc(N2CCN(C(=O)c3ccc(S(=O)(=O)N4CCCCCC4)cc3)CC2)n1,15%,-1%,-18%,-15%,5%,i,?,?,14
Cc1ccc2nc(-c3ccco3)c(CC(C)(C)C)n2c1,8%,·,?,·,-2%,20µM*,1%,0%,12
O=C(/C=C/c1ccc(Br)cc1)NC(=S)Nc1ccc(S(=O)(=O)Nc2nccs2)cc1,-3%,-4%,-2%,4%,-5%,i,4%,3%,-12
O=C(NCc1ccc(C(F)(F)F)cc1)C1CC(c2ccccc2[N+](=O)[O-])=NO1 (stereo not given),-4%,59%,-7%,-8%,-9%,i,1%,-2%,10
COc1ccc(NC(=O)CN2C(=O)CCc3cc(S(=O)(=O)N4CCOCC4)ccc32)c(OC)c1,·,·,-6%,·,·,i,?,-3%,·
FC(F)(F)c1cc(CO[C@@H]2CCCN[C@@H]2c2ccccc2)cc(C(F)(F)F)c1,23µM*,?,?,?,?,·,-30%,0%,?
COC(CNC(=O)c1ccc2c(c1)ncn2-c1ccc(F)c(F)c1)OC,12%,3%,4%,-2%,8%,i,-6%,10%,-6

# An unsorted share of the library; overall some 11% were active at least once.
